NPYLR7 agonist: mosquito NPYLR7 agonism; HEK293T NPYLR7/Galpha15, GCaMP6s calcium fluorescence; activation, % at 10 µM; 270,000 compounds, 0.15% hits; in the data active = activation above about 40%;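 note: 0% = vehicle and 100% = reference agonist at the receptor; some compounds past the cut are filed as inactive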
hcGAS inh: human cGAS inhibition | 290,000 compounds, 0.081% hits | recombinant h-cGAS, ATP depletion, Kinase-Glo luminescence | Q8N884 | inhibition, % at 12.5 µM;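 note: 0% = vehicle reaction and 100% = reaction without DNA for no activity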
Target sequence (Q8N884 whole entry, looked up): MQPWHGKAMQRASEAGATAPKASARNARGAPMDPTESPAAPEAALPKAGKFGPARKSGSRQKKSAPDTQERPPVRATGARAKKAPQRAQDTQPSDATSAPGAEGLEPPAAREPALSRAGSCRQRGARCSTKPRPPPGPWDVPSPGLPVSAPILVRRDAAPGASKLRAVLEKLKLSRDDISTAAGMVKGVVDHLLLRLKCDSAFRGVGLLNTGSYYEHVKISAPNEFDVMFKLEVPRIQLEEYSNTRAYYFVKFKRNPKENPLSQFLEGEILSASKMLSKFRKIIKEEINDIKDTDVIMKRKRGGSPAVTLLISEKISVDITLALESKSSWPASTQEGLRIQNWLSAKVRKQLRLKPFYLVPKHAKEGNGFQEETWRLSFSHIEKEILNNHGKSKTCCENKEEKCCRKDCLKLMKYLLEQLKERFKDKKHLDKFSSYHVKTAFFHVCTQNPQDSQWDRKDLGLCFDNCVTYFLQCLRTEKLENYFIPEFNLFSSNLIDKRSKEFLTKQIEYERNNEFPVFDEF
mcGAS inh: blocks mouse cGAS activity | inhibition, % at 12.5 µM | 160,000 compounds, 0.15% hits | recombinant cGAS, Kinase-Glo ATP depletion luminescence | AID 1259399;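 note: 0% = negative control wells and 100% = reference inhibitor with no enzyme activity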
An asterisk follows results filed as active; & = joins results of further samples. Cut-off read from the data, not from the text of the source, unless noted: active = inhibition above about 40%; inactive = the rest.

CCn1c(SCC(=O)Nc2cccc3ccccc23)nc2c(c1=O)SC(C)C2 (stereo unspecified) was read as NPYLR7 agonist -5 and hcGAS inh -7.
For CC(C)(C)c1ccc(NC(=O)C2CC=CCC2C(=O)N2CCc3ccccc3C2)cc1 (stereo unspecified) the results were NPYLR7 agonist -4, hcGAS inh -4 and mcGAS inh -3.
`COc1ccccc1NC(=O)Nc1c(C)nc2ccc(C)cn2c1=O` gave NPYLR7 agonist -1, hcGAS inh -4 and mcGAS inh -9.
Cc1cc(C)n(CCCC(=O)N2CCNCC2C(=O)N2CCOCC2)n1 (stereo unspecified) was read as NPYLR7 agonist 9 and hcGAS inh -8.
For CC1SC2(OC1=O)C1CC3CC(C1)CC2C3 (stereo unspecified) the results were NPYLR7 agonist 15 and hcGAS inh -11.
`CCN(CC)S(=O)(=O)c1ccc(OC)c(N2CCN(C(=O)c3ccc(F)cc3F)CC2)c1` gave NPYLR7 agonist 0, hcGAS inh -9 and mcGAS inh -6.
`CC(NS(=O)(=O)c1ccc2c(c1)CCC2)(C(=O)O)C1CC1` (stereo unspecified) gave NPYLR7 agonist 1, hcGAS inh 1 and mcGAS inh 5.
For COCCCN(CC(=O)N(CCc1c[nH]c2ccccc12)Cc1ccc(C(F)(F)F)cc1)C(=O)CCc1ccccc1 the results were NPYLR7 agonist 2, hcGAS inh 0 and mcGAS inh -3.
Screening Cc1ccc(CN(Cc2ccc3c(c2)OCO3)C(=O)CN(C(=O)Nc2ccc(Br)cc2)C(C)C)o1 returned NPYLR7 agonist 14, hcGAS inh -8 and mcGAS inh -4.
`CCCN(C(=O)c1ccn(C)c(=O)c1)C1CC(OCC)C1(C)C` (stereo unspecified) gave NPYLR7 agonist 2, hcGAS inh -10 and mcGAS inh -18.
`CC(C)c1ccccc1OC1CC2CCC(C1)N2C(=O)c1ccc(CSc2c(F)c(F)cc(F)c2F)cc1` (stereo unspecified) gave NPYLR7 agonist 14, hcGAS inh -1 and mcGAS inh -5.
Screening COCCCNC(=O)CN1C(=O)COc2ccc(C(=O)COc3ccc(C(C)(C)C)cc3)cc21 returned NPYLR7 agonist 4 and hcGAS inh -5.
`OC(CCN1CCOCC1)c1cccc(C(F)(F)F)c1` (stereo unspecified) gave NPYLR7 agonist 23 and hcGAS inh -5.
Screening COc1cccc(-c2cc(C(=O)N3CCN(c4cccc(Cl)c4)CC3)nc3cc(-c4ccccc4)nn23)c1 returned NPYLR7 agonist -5, hcGAS inh -9 and mcGAS inh -9.
Screening CC(C)Cc1cc(C(=O)NCCC2CN(C)CCO2)n[nH]1 (stereo unspecified) returned hcGAS inh -8 and mcGAS inh -9.
For O=C(NCCc1ccccn1)c1csc(COc2ccc(F)cc2F)n1 the results were NPYLR7 agonist 2, hcGAS inh 3 and mcGAS inh 3.
Screening O=C(CCc1ccccc1)N1CCCC(OCc2cccc(OC(F)(F)F)c2)C1 (stereo unspecified) returned NPYLR7 agonist -4 and hcGAS inh -2.
O=C(c1ccc(C2CCNC2)cc1)N(Cc1ccccc1)CC1CCC1 (stereo unspecified) was read as NPYLR7 agonist 3, hcGAS inh -3 and mcGAS inh -17.
For CCc1ccsc1C(=O)OCCn1ncc(C(N)=O)c1N the results were NPYLR7 agonist -3, hcGAS inh -11 and mcGAS inh -16.
For C=CCSc1nnc2c(n1)OC(/C=C/c1ccco1)Nc1ccc(Br)cc1-2 (stereo unspecified) the results were NPYLR7 agonist 2, hcGAS inh -3 and mcGAS inh 21.

6 records picked at random from those above, as already listed:
For O=C(NCCc1ccccn1)c1csc(COc2ccc(F)cc2F)n1 the results were NPYLR7 agonist 2, hcGAS inh 3 and mcGAS inh 3.
Screening COc1cccc(-c2cc(C(=O)N3CCN(c4cccc(Cl)c4)CC3)nc3cc(-c4ccccc4)nn23)c1 returned NPYLR7 agonist -5, hcGAS inh -9 and mcGAS inh -9.
For CC(C)(C)c1ccc(NC(=O)C2CC=CCC2C(=O)N2CCc3ccccc3C2)cc1 (stereo unspecified) the results were NPYLR7 agonist -4, hcGAS inh -4 and mcGAS inh -3.
Cc1cc(C)n(CCCC(=O)N2CCNCC2C(=O)N2CCOCC2)n1 (stereo unspecified) was read as NPYLR7 agonist 9 and hcGAS inh -8.
`CCN(CC)S(=O)(=O)c1ccc(OC)c(N2CCN(C(=O)c3ccc(F)cc3F)CC2)c1` gave NPYLR7 agonist 0, hcGAS inh -9 and mcGAS inh -6.
`CC(NS(=O)(=O)c1ccc2c(c1)CCC2)(C(=O)O)C1CC1` (stereo unspecified) gave NPYLR7 agonist 1, hcGAS inh 1 and mcGAS inh 5.

Following part:
`O=C(CC1Cc2ccccc2C1)N1CCC(n2c(Cc3ccccc3)nc3ccccc32)CC1` gave NPYLR7 agonist 7, hcGAS inh -9 and mcGAS inh -10.
Screening CC1(C(=O)Nc2ccccc2F)CCN1C(=O)CCc1ccc(Cl)cc1Cl (stereo unspecified) returned NPYLR7 agonist 4, hcGAS inh -6 and mcGAS inh -7.
`Cc1ccc(Cl)cc1N1CCN(C(=O)CCc2c(C)nc3nc(N)nn3c2C)CC1` gave NPYLR7 agonist 9, hcGAS inh -8 and mcGAS inh -7.
For O=C(/C=C/c1ccc(Cl)s1)NCc1ccc(S(=O)(=O)N2CCOCC2)cc1 the results were NPYLR7 agonist 8, hcGAS inh -8 and mcGAS inh -4.
Screening O=C(c1cc(Cl)cc(Cl)c1)N1CCN(CCCOC(c2ccc(Cl)cc2)c2ccc(Cl)cc2)CC1 returned NPYLR7 agonist 1, hcGAS inh -3 and mcGAS inh -6.
For CN1C[C@H]2COc3ccccc3[C@H]2N(S(=O)(=O)c2ccccc2)CCC1=O the results were NPYLR7 agonist 2, hcGAS inh -3 and mcGAS inh -4.
CC(C)(C)c1cc(CN2CCCC2c2ccccn2)[nH]n1 (stereo unspecified) was read as NPYLR7 agonist 5 and hcGAS inh -4.
CCN1C(=O)N(CC)C2C1N(C(C)=O)C(=O)N2C(C)=O (stereo unspecified) was read as NPYLR7 agonist 0 and hcGAS inh -2.
Screening Cc1c(C)n2c3c(=O)n(CCc4ccccc4)c(=O)n(C)c3nc2n1C returned NPYLR7 agonist 19 and hcGAS inh -10.
COc1cc(/C=C2/SC(N)=NC2=O)ccc1OCc1ccc([N+](=O)[O-])cc1 was read as NPYLR7 agonist -15, hcGAS inh -5 and mcGAS inh -6.
For COc1ccccc1C(=O)Nc1sc2c(c1C(=O)NCc1ccco1)CCCC2 the results were NPYLR7 agonist -3, hcGAS inh -1 and mcGAS inh -1.
`CCC(C)NC(=O)CC12CC3CC(C1)CC(CC(=O)NC(C)CC)(C3)C2` (stereo unspecified) gave NPYLR7 agonist 3, hcGAS inh 3 and mcGAS inh -1.
For CCCCSC1=C(C#N)C(=O)NC(C)S1 (stereo unspecified) the results were NPYLR7 agonist 6 and hcGAS inh -6.
`CCS(=O)(=O)NCCN1CCc2ccc(F)cc2C1C` (stereo unspecified) gave NPYLR7 agonist 3&13, hcGAS inh -14&-9 and mcGAS inh -18.
For O=c1ccc(-c2ccccc2)nn1Cc1ccccc1Cl the results were NPYLR7 agonist -1 and hcGAS inh -2.
For CCCn1nccc1C(=O)N1CCNCC1C(=O)N1CCOCC1 (stereo unspecified) the results were NPYLR7 agonist 18, hcGAS inh -8 and mcGAS inh -18.
`Cc1ccc(S(C)(=O)=O)cc1NCc1ccccc1Cl` gave NPYLR7 agonist -1 and hcGAS inh -6.
Screening CCOC(=O)c1ccc2ncc(C(=O)OCC)c(N)c2c1 returned NPYLR7 agonist 4 and hcGAS inh 3.
For Cc1nnsc1CN(C)CC1[C@H]2CN(C(=O)N3CCOCC3)C[C@@H]12 (stereo partly specified) the results were hcGAS inh -6 and mcGAS inh -2.
CCC1CN(C(=O)CN2CCC(=O)NC2=O)CC1N(C)C (stereo unspecified) was read as NPYLR7 agonist 1 and hcGAS inh -4.

Part of the list above in order of SMILES length, rising.
CCC1CN(C(=O)CN2CCC(=O)NC2=O)CC1N(C)C (stereo unspecified) was read as NPYLR7 agonist 1 and hcGAS inh -4.
For Cc1nnsc1CN(C)CC1[C@H]2CN(C(=O)N3CCOCC3)C[C@@H]12 (stereo partly specified) the results were hcGAS inh -6 and mcGAS inh -2.
`Cc1ccc(Cl)cc1N1CCN(C(=O)CCc2c(C)nc3nc(N)nn3c2C)CC1` gave NPYLR7 agonist 9, hcGAS inh -8 and mcGAS inh -7.

Continued.
For Cc1nc(-n2cnnc2)ccc1-c1ccnc2c1ccn2C the results were NPYLR7 agonist 4 and hcGAS inh -5.
Screening CC1ON=C(c2ccccn2)N(CCCc2ccccc2)C1=O (stereo unspecified) returned NPYLR7 agonist 6 and hcGAS inh -1.
Screening CC(C)CC1=NN(C(=O)C2CC2)C(O)(C(F)(F)F)C1 (stereo unspecified) returned hcGAS inh -8 and mcGAS inh -4.
`O=C(O)c1ccccc1-n1ncc2c1/C(=C\c1ccc(Cl)cc1)CC2` gave NPYLR7 agonist 0 and hcGAS inh -8.
For COc1ccc2cc3[n+](cc2c1OC)CCc1cc2c(cc1-3)OCO2 the results were NPYLR7 agonist -7&0&-9&-3 and hcGAS inh 2&-1&-4&-5.
For COCCCN(CC(=O)N(CCc1ccc(OC)c(OC)c1)Cc1sccc1C)C(=O)Cc1ccc(F)cc1 the results were NPYLR7 agonist -7, hcGAS inh -10 and mcGAS inh -5.
For CCCCN(CC(=O)Nc1cc(C(C)(C)C)nn1-c1ccc(C)cc1)C(=O)c1cccc(Br)c1 the results were NPYLR7 agonist -1, hcGAS inh -2 and mcGAS inh -3.
COCC(=O)Nc1nnc(SCc2cccc(OC)c2)s1 was read as NPYLR7 agonist 25, hcGAS inh -3 and mcGAS inh -6.
COc1ccc2oc(-c3ccc(NC(=O)c4ccc(Cl)cc4Cl)cc3)nc2c1 was read as NPYLR7 agonist -14, hcGAS inh 2 and mcGAS inh 0.
`CCN(CC)C(=O)NCCc1nc2c(F)cccc2n1C` gave NPYLR7 agonist -6 and hcGAS inh -8.
Screening CC(NCCN1CCNCC1)c1cc(C(C)(C)C)cc2c1CCC2(C)C (stereo unspecified) returned NPYLR7 agonist 3 and hcGAS inh 3.
CCN(CC)C(=O)Oc1ccc2c(ccn2Cc2cccc(F)c2)c1NC(=O)c1ccccc1OC was read as NPYLR7 agonist 2, hcGAS inh 2 and mcGAS inh 2.
Screening CN1CCC(N2CCN(S(=O)(=O)c3cc4n(c3)CCCNC4=O)CC2)CC1 returned hcGAS inh -7 and mcGAS inh -7.
`COc1ccc(C2(CC(=O)N3CCC(c4ccccc4)CC3)CC(=O)N(C3CC3)C2=O)cc1` (stereo unspecified) gave NPYLR7 agonist 21, hcGAS inh -6 and mcGAS inh -9.
COc1cccc(-c2csc3nc(CN(Cc4ccco4)CC(O)COCC(C)C)[nH]c(=O)c23)c1 (stereo unspecified) was read as NPYLR7 agonist -12, hcGAS inh 0 and mcGAS inh 1.
CCc1cc(N(C)CCc2ccc(OC)c(OC)c2)nc(SCc2ccc(C(=O)NCc3ccccn3)o2)n1 was read as NPYLR7 agonist 6, hcGAS inh -11 and mcGAS inh -4.
`Cn1ccsc1=NC(=O)C=Cc1ccc(Br)o1` gave NPYLR7 agonist 3, hcGAS inh -4 and mcGAS inh -6.
For CC(C)c1nnsc1CNC(=O)C1CCCN(Cc2ccco2)C1 (stereo unspecified) the results were NPYLR7 agonist 0 and hcGAS inh -4.
For CN1CCN(c2ncccc2C(F)(F)F)Cc2ccccc21 the results were NPYLR7 agonist 0 and hcGAS inh -3.
For CN(CC1(c2ccccc2)CC1(C)C)C(=O)c1cc(CN2CCOCC2)on1 (stereo unspecified) the results were NPYLR7 agonist 0, hcGAS inh 0 and mcGAS inh -13.
For CCOC(=O)c1cc(-c2ccc(OC)cc2)n(C2CCN(C(=O)c3sccc3C)CC2)n1 the results were NPYLR7 agonist 5, hcGAS inh -7 and mcGAS inh -7.
CC1CCCCC1NS(=O)(=O)c1ccc(F)c(F)c1 (stereo unspecified) was read as NPYLR7 agonist -10 and hcGAS inh 1.
Screening O=C(CCn1cccn1)N1CC[C@@H](c2ccc3ccccc3c2)[C@H](O)C1 returned NPYLR7 agonist -4 and hcGAS inh 1.
Screening COc1cccc(-c2cnnc(N3CCN(C)C(c4ccccc4)C3)n2)c1 (stereo unspecified) returned NPYLR7 agonist -5, hcGAS inh -7 and mcGAS inh -5.
For O=C(c1nn(-c2ccc(F)cc2)c(=O)n(Cc2ccccc2Cl)c1=O)N1CCCC1 the results were NPYLR7 agonist -1, hcGAS inh 4 and mcGAS inh 2.
For Cc1nnc2sc(SCc3ccccc3)nn2c1=O the results were NPYLR7 agonist 1, hcGAS inh -9 and mcGAS inh -7.
For Cc1nc(-n2nc(-c3cccs3)cc2NC(=O)c2c(F)cccc2F)[nH]c(=O)c1C the results were NPYLR7 agonist 3 and hcGAS inh -4.
`COc1ccc(N2C(=O)/C(=C/c3ccco3)N=C2SC)cc1Cl` gave NPYLR7 agonist 3, hcGAS inh -6 and mcGAS inh -7.
CO[C@H]1CN(C(=O)c2nn(C)c3ccccc23)CC[C@H]1N was read as NPYLR7 agonist 1, hcGAS inh -7 and mcGAS inh -13.
Screening O=S(=O)(NCCOc1cc(N2CCCCC2)ncn1)c1ccc(OC(F)(F)F)cc1 returned NPYLR7 agonist 1 and hcGAS inh -5.
Cc1[nH]nc(C(=O)N(Cc2cccc(F)c2)CC2CCCO2)c1Br (stereo unspecified) was read as NPYLR7 agonist 6 and hcGAS inh -1.
Screening CCc1nc2c(OCC(=O)C(C)(C)C)cccn2c1N(C=O)Cc1ccccc1 returned NPYLR7 agonist 2, hcGAS inh 0 and mcGAS inh -3.
CC1CCCN(C(=O)CNC(=O)c2cccc(Cl)c2)C1 (stereo unspecified) was read as NPYLR7 agonist 9 and hcGAS inh -19.
Cc1cc2c(Nc3ccccc3O)ncnc2s1 was read as NPYLR7 agonist 4 and hcGAS inh -1.
Cc1ccc(C(=O)N=Nc2c(O)n(C)c3ccccc23)c(C)c1 was read as NPYLR7 agonist 10, hcGAS inh -5 and mcGAS inh -8.

Assay outcomes as filed in PubChem BioAssay.
